# Screens: PubChem BioAssay, NMMLSC
# CR mimetic SO: lowers age-related superoxide in aged yeast cells; S. cerevisiae aged cells, superoxide DHE fluorescence; hits give low values; superoxide response (% of plate mean), % at 10 µM; 330,000 compounds, 0.18% hits; AID 2690;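 active means superoxide response under a set limit, about three screen SD below normal, cut at about 65% in these data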;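 further: yeast aged for seven days with compound at 30 °C before DHE staining; 100% = average MFI of all compound-treated wells on the plate with controls excluded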
# GRK2 aptamer HTS: human GRK2 inhibition via aptamer displacement. P25098. bead flow cytometry, FAM-aptamer displacement from GRK2. inhibition of aptamer binding, % at 10 µM. 330,000 compounds, 0.59% hits. AID 488847;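 active means inhibition of aptamer binding above 40%, roughly 3 SD of noise, on plates passing a quality check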;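 further: median bead fluorescence of bound FAM aptamer so fluorescent compounds give negative values; no value below 0 was filed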
# LAP4 TOR yeast: alters LAP4-GFP fluorescence in TOR pathway yeast screen; S. cerevisiae LAP4-GFP multiplex, flow cytometry GFP, 3 h; median GFP as percent of DMSO wells; AID 2023; 320,000 compounds, 0.34% hits; GFP response vs DMSO, % at 10 µM;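 active means GFP response vs DMSO above a set limit, about the screen mean plus 3 SD, cut at about 150% in these data; inconclusive means under 70 cell events counted for the yeast strain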
# VLA-4 inh: inhibition in a human VLA-4 binding assay | P13612 | VLA-4 expressing cells, ligand binding flow cytometry | inhibition, % (about 7 µM as worked out from the volumes in the protocol) | 330,000 compounds, 0.2% hits; in the data active means inhibition above about 50%
# Target sequence (P13612 whole entry, looked up): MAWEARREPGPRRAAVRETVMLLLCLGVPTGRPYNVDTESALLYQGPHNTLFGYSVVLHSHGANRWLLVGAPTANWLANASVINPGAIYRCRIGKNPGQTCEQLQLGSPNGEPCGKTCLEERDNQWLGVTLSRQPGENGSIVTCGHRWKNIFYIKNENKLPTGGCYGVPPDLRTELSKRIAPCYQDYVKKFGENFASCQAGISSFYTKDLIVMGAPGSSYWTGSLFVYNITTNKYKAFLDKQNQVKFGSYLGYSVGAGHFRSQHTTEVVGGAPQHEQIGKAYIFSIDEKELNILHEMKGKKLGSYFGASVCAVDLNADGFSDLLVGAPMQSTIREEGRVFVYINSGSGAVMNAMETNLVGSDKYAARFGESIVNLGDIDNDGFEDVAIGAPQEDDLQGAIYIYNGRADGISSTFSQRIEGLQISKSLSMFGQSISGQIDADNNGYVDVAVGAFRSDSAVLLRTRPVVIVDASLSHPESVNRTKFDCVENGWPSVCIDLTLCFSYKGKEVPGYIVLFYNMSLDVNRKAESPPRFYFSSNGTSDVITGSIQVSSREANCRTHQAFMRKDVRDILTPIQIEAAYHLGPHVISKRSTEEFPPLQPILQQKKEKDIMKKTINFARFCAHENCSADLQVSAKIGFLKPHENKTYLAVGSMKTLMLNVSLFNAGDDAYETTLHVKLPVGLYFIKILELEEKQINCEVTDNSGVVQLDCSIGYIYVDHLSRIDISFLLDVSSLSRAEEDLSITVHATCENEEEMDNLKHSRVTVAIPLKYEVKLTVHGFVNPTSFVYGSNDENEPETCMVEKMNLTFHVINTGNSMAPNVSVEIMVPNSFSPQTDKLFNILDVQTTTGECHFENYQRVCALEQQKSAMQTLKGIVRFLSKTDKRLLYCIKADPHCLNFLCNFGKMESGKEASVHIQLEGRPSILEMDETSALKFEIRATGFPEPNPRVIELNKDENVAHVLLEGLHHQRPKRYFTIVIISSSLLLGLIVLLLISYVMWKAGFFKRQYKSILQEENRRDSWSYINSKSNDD
# CIT2 TOR yeast: alters CIT2-GFP fluorescence in TOR pathway yeast screen; S. cerevisiae CIT2-GFP strain, flow cytometry, 3 h; 100 means same as DMSO wells; GFP response vs DMSO, % at 10 µM; 320,000 compounds, 0.065% hits; AID 2029;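 active means GFP response relative to DMSO above a set limit, near the screen mean plus 3 SD, cut at about 150% in these data; inconclusive means Fewer than 70 cells measured for a yeast strain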;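 further: ratio of well median GFP fluorescence to mean of DMSO wells on the plate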
# MEP2 TOR yeast: alters MEP2-GFP fluorescence in TOR pathway yeast screen | S. cerevisiae MEP2-GFP strain, flow cytometry GFP, 3 h; 100% = DMSO control level | GFP response vs DMSO, % at 10 µM | 330,000 compounds, 0.51% hits | AID 2016;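 active means GFP response versus DMSO above a set limit, roughly screen mean plus 3 SD, cut at about 180% in these data; inconclusive means fewer than 70 cells counted for a yeast strain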;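 further: median GFP fluorescence of the barcode-gated MEP2-GFP cells per well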
# AGP1-GFP MLPCN: yeast TOR pathway AGP1-GFP modulation; S. cerevisiae AGP1-GFP multiplex flow cytometry, 3 h; GFP as percent of DMSO wells; GFP response vs DMSO, % at 10 µM; 320,000 compounds, 0.02% hits;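 active means GFP response relative to DMSO above a set limit, near screen average plus 3 SD, cut at about 150% in these data; inconclusive means fewer than 70 cells counted for the yeast strain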;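 further: median GFP channel fluorescence of the gated AGP1 strain per well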
# RPL19A TOR yeast: alters RPL19A-GFP fluorescence in TOR pathway yeast screen; percent response vs DMSO, % at 10 µM; 330,000 compounds, 0.3% hits; S. cerevisiae RPL19A-GFP strain, flow cytometry, 3 h; hits give low values;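 active means percent response vs DMSO below 50%; inconclusive means fewer than 70 events counted for the yeast strain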;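 further: median channel GFP fluorescence of the barcoded RPL19A-GFP strain; ratio of sample median GFP to plate DMSO average so 100% = DMSO; lower means less RPL19A-GFP as with rapamycin TOR inhibition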
# Active calls of the source: *; ? = inconclusive; . = not tested or not shown; [ ] = remark or other dose.
SMILES | CR mimetic SO | GRK2 aptamer HTS | LAP4 TOR yeast | VLA-4 inh | CIT2 TOR yeast | MEP2 TOR yeast | AGP1-GFP MLPCN | RPL19A TOR yeast
CCCCCc1nnc(NC(=O)c2ccc(N3CCCC3=O)cc2)s1 | 99 | 1 | 106 | 4 | 96 | 97 | 99 | 95
Cc1cc(NC(=O)CO/N=C/c2ccc3c(c2)OCO3)ccc1Br | 102 | 0 | 101 | 0 | 81 | 104 | 91 | 91
Clc1nccnc1-c1ccccc1 | 96 | 17 | 95 | -4 | 110 | 107 | 103 | 98
CN(C)CCn1c(=O)n(Cc2ccccc2)c(=O)c2c3c(sc21)CCCCC3 | 104 | 34 | 106 | 0 | 100 | 107 | 106 | 98
O=[N+]([O-])c1ccc(COc2cccc(CNc3ccc(Br)cc3)c2)cc1 | 81 | 4 | 105 | -9 | 103 | 100 | 101 | 102
COc1cccc(N(C(=O)c2csnn2)C(C(=O)NC2CCCC2)c2ccccc2)c1 (stereo not drawn) | 97 | 4 | 97 | -5 | 102 | 106 | 100 | 100
CC12C(=O)N(n3cnnc3)C(=O)C1C1C=CC2C1 (stereo not drawn) | 112 | 0 | 99 | 4 | 92 | 97 | 98 | 96
O=C(COC(=O)c1c(Cl)cccc1Cl)Nc1cccc(S(=O)(=O)NC2=NCCCCC2)c1 | 87 | 0 | 91 | 16 | 98 | 98 | 98 | 93
C/C(=N\NC(=S)NCc1ccccc1)c1ccco1 | 102 | 0 | 110 | 1 | 99 | 96 | 104 | 93
O=C(CN1CCc2ccccc21)NC(=O)NCc1ccco1 | 98 | 1 | 111 | 8 | 99 | 110 | 105 | 93
CCn1nnc(NC(=O)c2ccc(-c3ccccc3[N+](=O)[O-])o2)n1 | 122 | 0 | 105 | 3 | 112 | 107 | 106 | 111
COc1ccccc1CN1CN(S(=O)(=O)c2ccccc2)c2nc3ccccc3nc21 | 97 | 0 | 105 | 4 | 92 | 94 | 103 | 98
O=C1CC(N(O)C2CC(=O)N(Cc3ccccc3)C2=O)C(=O)N1Cc1ccccc1 (stereo not drawn) | 97 | 1 | 119 | -16 | 119 | 92 | 108 | 103
ONC(=Nc1ccc(Cl)cc1)c1ccccc1 | 115 | 1 | 108 | 3 | 95 | 108 | 96 | 101
Cc1ccc(-n2c(SCC(=O)NCCN3C(=O)CSC3=O)nnc2-c2ccccc2F)cc1 | 103 | 1 | 81 | 14 | 95 | 99 | 89 | 94
CCOC(=O)c1ccc(NC(=O)c2nc[nH]c2C(=O)N[C@@H](CC(C)C)C(=O)OC(C)(C)C)cc1 | 116 | 0 | 121 | -18 | 94 | 97 | 87 | 101
COc1ccc(OC)c(N=c2oc3cc(O)ccc3cc2C(N)=O)c1 | 91 | 2 | 107[may fluoresce violet] | 1 | ? | 144[may fluoresce violet] | 24[may fluoresce violet] | 56[may fluoresce violet]
CCOC(=O)c1cnc(-n2nc(C)cc2C)nc1NC | 103 | 0 | 101 | 1 | 90 | 95 | 86 | 91
CCc1cc2c(=O)n(Cc3ccco3)c(SCC(=O)N(C)C3CCS(=O)(=O)C3)nc2s1 (stereo not drawn) | 105 | 0 | 115 | 2 | 104 | 108 | 123 | 99
CC1=C(C(=O)NCCN2CCN(C)CC2)C2(CCC(C)CC2)OC1=O (stereo not drawn) | 88 | 1 | 93 | 0 | 89 | 104 | 106 | 102
Cc1c(Cl)cccc1NC(=O)CCN1CCOCC1 | 107 | 2 | 88 | 11 | 109 | 110 | 103 | 109
Cc1[nH]c(C)c(S(=O)(=O)N(Cc2ccccc2)C(C)(C)C)c1C(=O)N1CCCC1 | 84 | 1 | 97 | 1 | 98 | 108 | 98 | 101
O=C(CSc1nnc(CNc2ccc(F)cc2)n1-c1ccccc1)N1CCOCC1 | 97 | 3 | 117 | 25 | 110 | 117 | 114 | 109
Cc1cc(NC(=O)Nc2ccc(F)cc2F)n(C)n1 | 78 | 1 | 89 | 10 | 94 | 101 | 96 | 103
Cn1nc(C(=O)OCC(=O)Nc2cccc(S(=O)(=O)N3CCCC3)c2)c2ccccc2c1=O | 96 | 0 | 103 | 9 | 98 | 104 | 103 | 99

# Ten entries already listed, arranged by heavy-atom count, rising.
SMILES | CR mimetic SO | GRK2 aptamer HTS | LAP4 TOR yeast | VLA-4 inh | CIT2 TOR yeast | MEP2 TOR yeast | AGP1-GFP MLPCN | RPL19A TOR yeast
Clc1nccnc1-c1ccccc1 | 96 | 17 | 95 | -4 | 110 | 107 | 103 | 98
CC12C(=O)N(n3cnnc3)C(=O)C1C1C=CC2C1 (stereo not drawn) | 112 | 0 | 99 | 4 | 92 | 97 | 98 | 96
Cc1cc(NC(=O)Nc2ccc(F)cc2F)n(C)n1 | 78 | 1 | 89 | 10 | 94 | 101 | 96 | 103
CCOC(=O)c1cnc(-n2nc(C)cc2C)nc1NC | 103 | 0 | 101 | 1 | 90 | 95 | 86 | 91
Cc1cc(NC(=O)CO/N=C/c2ccc3c(c2)OCO3)ccc1Br | 102 | 0 | 101 | 0 | 81 | 104 | 91 | 91
CC1=C(C(=O)NCCN2CCN(C)CC2)C2(CCC(C)CC2)OC1=O (stereo not drawn) | 88 | 1 | 93 | 0 | 89 | 104 | 106 | 102
Cc1[nH]c(C)c(S(=O)(=O)N(Cc2ccccc2)C(C)(C)C)c1C(=O)N1CCCC1 | 84 | 1 | 97 | 1 | 98 | 108 | 98 | 101
O=C1CC(N(O)C2CC(=O)N(Cc3ccccc3)C2=O)C(=O)N1Cc1ccccc1 (stereo not drawn) | 97 | 1 | 119 | -16 | 119 | 92 | 108 | 103
COc1ccccc1CN1CN(S(=O)(=O)c2ccccc2)c2nc3ccccc3nc21 | 97 | 0 | 105 | 4 | 92 | 94 | 103 | 98
CCOC(=O)c1ccc(NC(=O)c2nc[nH]c2C(=O)N[C@@H](CC(C)C)C(=O)OC(C)(C)C)cc1 | 116 | 0 | 121 | -18 | 94 | 97 | 87 | 101

# Further records follow.
canonical_smiles	CR mimetic SO	GRK2 aptamer HTS	LAP4 TOR yeast	VLA-4 inh	CIT2 TOR yeast	MEP2 TOR yeast	AGP1-GFP MLPCN	RPL19A TOR yeast
Cc1ccc(NN2C(=O)C=CC2=O)cc1	108	0	96	9	99	102	105	104
O=C(Nc1ccc(C(=O)NCC2CCN(Cc3ccccc3F)CC2)cc1)C1=CSCCO1	102	0	109	-4	112	116	116	112
Cc1ccc(S(=O)(=O)N(C)C)cc1NC(=O)COC(=O)C1(c2ccccc2)CC1	103	0	102	-1	102	104	106	102
O=C(Cn1nc(-c2ccccc2)ccc1=O)Nc1ccc(N2CCN(C(=O)c3ccccc3)CC2)cc1	116	1	87	8	87	92	88	90
O=C(NNC(=O)c1cccs1)c1ccc(Br)o1	93	2	107	-15	84	95	100	103
FC(F)(F)c1cc(-c2ccc(Cl)cc2)nc2ncnn12	100	4	87	25	94	96	93	92
Cn1cc(SCC(=O)O)c2ccccc21	120	0	105	0	102	115	111	102
COc1cccc(C(=O)N/N=C/c2ccc(Oc3ccc([N+](=O)[O-])cn3)c(OC)c2)c1	111	0	90	2	106	106	100	104
Cc1cc(C(=O)COC(=O)c2ccc3c(c2)OCO3)c(C)n1Cc1cccs1	126	2	89	9	84	92	89	93
O=C(O)c1c2c(nc3ccc(S(=O)(=O)N4CCC(C(=O)N5CCCCC5)CC4)cc13)CCCC2	114	84*	104	-2	105	103	105	102
Cc1cc(Cl)c(S(=O)(=O)Nc2ccc3c(c2)OCCO3)cc1OCC(=O)NC1CCCCC1	111	0	94	6	109	115	115	107
Cc1ccc(NC(=O)c2c(C)noc2C)cc1S(=O)(=O)N1CCOCC1	89	0	96	5	109	103	96	98
CCC(C)NC(=O)c1cn(CC)c2ccc(S(=O)(=O)N3CCCCC3)cc2c1=O (stereo not drawn)	111	0	112	3	104	107	102	98
O=C(NC1CCCC1)C(c1c(F)cccc1Cl)N(C(=O)c1csnn1)C1CC1 (stereo not drawn)	124	0	92	-1	96	102	101	102
COc1ccc(CCNS(=O)(=O)CC23CCC(CC2=O)C3(C)C)cc1OC (stereo not drawn)	104	0	95	13	112	110	101	99
COc1ccc(-n2c(=O)c3ccccc3n(CC(=O)Nc3ccccc3OC)c2=O)cc1	103	0	105	6	108	110	104	108
CC(C)CN(C(=O)c1ccc(S(=O)(=O)N2CCCC2)cc1)C1CCS(=O)(=O)C1 (stereo not drawn)	100	2	100	11	110	107	113	107
CCOC(CNc1cc(C)nc2c(-c3ccccc3OC)c(C)nn12)OCC	101	26	79	9	89	91	89	85
O=C(N/N=C/c1ccccc1)c1cccc2ccccc12	98	0	114	-2	94	92	97	96
COc1ccc(N2CCN(C(=O)CSc3nnc(-c4cccnc4)n3-c3ccc(F)cc3)CC2)cc1	93	4	104	-26	99	113	106	101
COc1ccc(NC(=O)c2ccc(-c3ccc([N+](=O)[O-])cc3)o2)cc1OC	113	2	98	-17	93	97	92	92
O=C(CCn1c(=S)oc2ccccc21)NC1CCCCC1	83	2	101	-1	96	98	99	98
COc1ccc(C/C(C)=N\NC(=O)c2cn(C)c3ccccc23)cc1OC	94	0	111	6	86	96	96	95
CCN(CC(=O)Nc1c(F)cccc1F)C(=O)c1cc(S(=O)(=O)NCc2ccccc2)ccc1C	91	0	101	8	90	98	100	95
O=C(Cn1nc(C(F)(F)F)c2c1CCC2)Nc1ccccc1C(F)(F)F	105	0	98	5	95	104	100	98
C=CCNC(=O)/C=C/c1cccs1	115	9	101	-7	102	99	105	101
COc1ccc(C2CC(c3ccccc3)=NN2C(=O)COC(=O)/C=C/c2ccc(O)c(OC)c2)cc1 (stereo not drawn)	98	1	103	8	108	106	97	109
COc1cc2c(cc1OC)CN(CC(=O)Nc1ccc(F)cc1F)CC2	116	0	91	1	101	97	98	99
COc1ccccc1NC(=O)COC(=O)CNC(=O)c1ccc(OC)c(OC)c1	83	4	98	38	97	96	100	101
CN(c1ccc(C(=O)COC(=O)C2CC2)cc1)S(C)(=O)=O	87	1	92	12	119	108	107	104
COc1ccc(CCC(=O)Nc2sccc2C#N)cc1	100	3	89	-6	.	97	88	88
Cc1n[nH]c(C)c1NC(=O)c1cc([N+](=O)[O-])ccc1Cl	115	4	91	0	102	100	97	102
Cc1ccc2ccc[n+](Cc3ccccc3)c2c1	94	0	96	29	101	106	105	102
CC(C(=O)N1CCOCCOCCOCC1)N1C(=O)c2ccccc2C1=O (stereo not drawn)	95	86*	94	2	105	106	102	105
COC(=O)c1ccc(-n2nnnc2SCC(=O)Nc2ccccc2OC)cc1	100	2	87	-37	89	95	94	93
CCCC(=O)n1nc(-c2cccnc2)nc1N	88	3	99	1	103	100	104	102
CCOC(=O)Cn1c(=O)oc2cc(S(=O)(=O)N3CCN(c4ccccn4)CC3)ccc21	92	0	101	-14	103	101	100	100
COc1ccccc1N1CCN(C(c2ccc(N(C)C)cc2)c2nnnn2CCc2ccccc2)CC1 (stereo not drawn)	91	0	94	5	89	97	92	91
Cc1nnc(NC2CCCCC2)[nH]c1=O	93	2	90	0	103	106	108	101
COc1ccc(Oc2c(C)oc3c(CN4CCOCC4)c(O)ccc3c2=O)cc1	108	1	103	2	105	120	106	99
Cc1ccc(NC(=O)Cn2cccc2)c(Br)c1	71	0	99	-10	93	96	89	90
Cc1ccc(Nc2nc(C)cc(C)c2C(N)=O)c(C)c1	97	0	94	-4	94	109	95	103
